# CYP2C19 act: cytochrome P450 2C19 (human) activation. P33261. recombinant CYP2C19, luciferin-H EGE luminescence; stronger effect = higher value; 0 = fully inhibited enzyme, 1 = untreated enzyme. activation factor at 5 µM. 96,000 tested, under 10 active. AID 1025;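 active = activation factor of at least 2 at 5 µM in the primary screen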;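 note: 0 = wells with 2.5 mM tranylcypromine and 1 = vehicle-only wells; values of inactives mirror those of a sister screen read the other way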
# Plk1 PBD FP: blocks phosphopeptide binding to human Plk1 polo box domain | AID 693 | Plk1 PBD phosphopeptide binding, fluorescence polarization | P53350 | inhibition, %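 (tested at about 20 µM)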 | hit rate 0.13% among 97,000; in the data active = inhibition above about 34%, passing the limit was not always enough
# HIV Rev-RRE inh: disrupts HIV-1 Rev binding to RRE RNA | AID 704 | inhibition, % at 8 µM | Rev peptide-RRE RNA binding, FRET | hit rate 0.79% among 97,000;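 active = inhibition above the screen-wide mean plus 3 SD, cut at about 35% in these data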;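 note: 0% = median DMSO wells and 100% = median Neomycin B control wells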
# Target sequence (P05866 whole entry, looked up): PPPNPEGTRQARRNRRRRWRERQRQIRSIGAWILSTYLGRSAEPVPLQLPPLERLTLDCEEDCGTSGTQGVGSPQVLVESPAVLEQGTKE
#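 Assay system: labelled RRE RNA duplex and labelled Rev peptide / Medium: HEPES pH 7.5 salt buffer with EDTA / Reagent: labelled Rev peptide / Schedule: 5 + 15 min at 25 °C / Signal: FRET, excitation 480 nm, emission 540 nm donor and 671 nm acceptor / Benchmarks: DMSO and neomycin B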
# CYP2C19 inh: blocks human cytochrome P450 2C19; P33261; CYP2C19 Supersomes, luciferin-H EGE luminescence, 30 min; inhibition, % at 5 µM; hit rate 21% among 96,000; AID 778;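 active = CYP2C19 inhibition above a set limit at 5 µM in the primary screen, cut at about 50% in these data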;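 note: plate controls were negative control wells for no effect and 2.5 mM tranylcypromine positive control for full effect; values of inactives mirror those of a sister screen read the other way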
# CYP2C9 inhib: human CYP2C9 inhibition; hit rate 20% among 96,000; P11712; CYP2C9 Supersomes, luciferin-H conversion, luminescence; inhibition, % at 5 µM;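 active = blocking of liver enzyme CYP2C9 beyond about 50% at 5 µM, limit read from the data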; note: values of inactives mirror those of a sister screen read the other way
# PLK1 kinase inh: PLK1 (human) kinase inhibition; inhibition, % at 10 µM; recombinant PLK1 kinase, TR-FRET peptide phosphorylation; hit rate 0.53% among 97,000;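 active = inhibition of 50% or more in the single-concentration screen; inactive = inhibition below 50%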;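 note: 0% = DMSO max control and 100% = H-89 dihydrochloride min control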
# EphB4 antag: antagonists of human EphB4-ephrin-B2 interaction; EphB4 LBD / TNYL-RAW-Alexa532 peptide, fluorescence polarization; P54760; hit rate 0.15% among 97,000; inhibition, % at 7 µM; AID 720;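 active = inhibition above the screen-wide mean inhibition plus 3 SD, cut at about 15% in these data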;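 note: 0% = DMSO wells and 100% = excess unlabeled TNYL-RAW peptide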
# Target sequence (P54760 whole entry, looked up, the tested form may be a part): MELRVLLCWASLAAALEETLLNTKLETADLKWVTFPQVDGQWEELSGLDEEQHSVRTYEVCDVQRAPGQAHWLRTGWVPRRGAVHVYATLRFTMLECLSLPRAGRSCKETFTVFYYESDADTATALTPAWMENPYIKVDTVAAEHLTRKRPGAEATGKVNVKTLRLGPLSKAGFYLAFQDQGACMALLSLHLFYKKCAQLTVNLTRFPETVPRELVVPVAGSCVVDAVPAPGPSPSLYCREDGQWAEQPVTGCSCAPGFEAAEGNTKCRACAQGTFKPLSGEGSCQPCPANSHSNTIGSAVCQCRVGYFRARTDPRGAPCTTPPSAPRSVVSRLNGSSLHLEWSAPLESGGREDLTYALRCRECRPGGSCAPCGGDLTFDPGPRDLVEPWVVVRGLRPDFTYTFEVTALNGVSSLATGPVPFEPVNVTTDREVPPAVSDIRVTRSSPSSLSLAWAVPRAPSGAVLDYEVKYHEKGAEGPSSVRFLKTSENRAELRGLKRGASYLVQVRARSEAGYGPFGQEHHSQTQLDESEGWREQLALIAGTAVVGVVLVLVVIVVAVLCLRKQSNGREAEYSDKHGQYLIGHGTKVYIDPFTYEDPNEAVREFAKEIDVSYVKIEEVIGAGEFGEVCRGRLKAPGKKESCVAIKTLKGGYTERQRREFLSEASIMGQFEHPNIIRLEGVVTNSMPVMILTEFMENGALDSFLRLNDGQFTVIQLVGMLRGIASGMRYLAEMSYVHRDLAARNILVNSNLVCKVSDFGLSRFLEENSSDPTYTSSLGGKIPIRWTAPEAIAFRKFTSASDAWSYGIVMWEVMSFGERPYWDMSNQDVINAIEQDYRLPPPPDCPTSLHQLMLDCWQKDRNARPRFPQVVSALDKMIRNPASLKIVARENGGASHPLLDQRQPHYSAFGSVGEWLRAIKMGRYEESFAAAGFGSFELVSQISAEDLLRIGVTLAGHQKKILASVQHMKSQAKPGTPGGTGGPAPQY
# PLAP activator: activates human placental alkaline phosphatase | activation fold at 20 µM | purified PLAP enzyme, luminescent substrate read-out; stronger effect = higher value | AID 696 | hit rate 1.2% among 96,000; in the data active = activation fold above about 2
# CYP2C9 act: CYP2C9 (human) activation | AID 1024 | activation factor at 5 µM | recombinant CYP2C9, luciferin-H conversion, luminescence; stronger effect = higher value; factor 1 = untreated enzyme, 0 = blocked | hit rate 1.4% among 96,000;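 active = activation factor of 2 or more for CYP2C9 at a 5 µM dose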;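 note: 0 = sulfaphenazole-blocked wells and 1 = vehicle-only wells; values of inactives mirror those of a sister screen read the other way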
# An asterisk follows results filed as active; . = not tested or not shown.
# Each structure is followed by: CYP2C19 act	Plk1 PBD FP	HIV Rev-RRE inh	CYP2C19 inh	CYP2C9 inhib	PLK1 kinase inh	EphB4 antag	PLAP activator	CYP2C9 act
- CC(=O)NC1C(=O)N(CCc2ccccc2)c2ccc(Br)cc21 (stereo unspecified)
    0.2	-11	1	80*	15	-2	-10	1.6	0.8
- CCOC(=O)N1CCN(CC(O)COc2c(OC)cccc2OC)CC1 (stereo unspecified)
    1.1	7	-1	-11	27	-1	0	1.3	0.7
- CCOC(=O)C1CCN(Cc2cnc(NC(=O)OC)s2)CC1
    1.1	-2	6	-10	-1	-11	4	1.1	1
- Cc1cc(C)cc(OCC(=O)NCc2nc(-c3ccccc3)no2)c1
    0.9	15	13	14	14	-15	-6	0.9	0.9
- CCOC(=O)c1c(N)nn(C(C)=O)c1-c1ccccc1
    0.7	15	0	27	19	14	-4	1.1	0.8
- O=C(CCCC(=O)N1CCc2ccccc21)N1CCc2ccccc21
    1	.	.	2	0	.	.	0.9	1
- O=C1Nc2ccccc2OC1CC(=O)N1CCN(c2cccc(C(F)(F)F)c2)CC1 (stereo unspecified)
    0.7	22	9	28	72*	-6	2	1.5	0.3
- CS(=O)CCC(NS(=O)(=O)c1ccccc1)C(=O)O (stereo unspecified)
    1.2	.	.	-17	5	.	.	1.2	0.9
- Cc1nnc(NC(=O)CSc2nnc(Cc3cccn3C)n2CCc2ccccc2)s1
    0.9	-2	-1	12	24	-20	-10	1.2	0.8
- COc1ccc(C2C(C#N)=C(N)Oc3cc(C)n(Cc4ccncc4)c(=O)c32)cc1 (stereo unspecified)
    0.4	7	0	62*	72*	-5	-8	1	0.3
- FC(F)(F)c1cccc(N2CCc3cn[nH]c32)c1
    0.8	0	6	22	19	-2	2	1	0.8
- O=C(NCCCNC(=O)c1ccccn1)c1ccccn1
    1.1	.	.	-10	-5	.	.	1	1.1
- COc1ccc(NC(=O)c2cc(-c3cc(C)cc(C)c3O)n[nH]2)cc1Cl
    0.6	-17	4	39	10	-8	-4	1	0.9
- CC(C)C1=CC(=NS(=O)(=O)c2cccc([N+](=O)[O-])c2)C=C(C(C)C)C1=O
    0.6	-17	0	39	5	-6	4	1	0.9
- Cc1ccc(C(CCN)c2ccco2)cc1 (stereo unspecified)
    1	9	4	-2	-11	-7	0	0.9	1.1
- COc1ccc(NC(=O)Nc2ccc(C)cc2OC(F)F)cc1OC
    0.8	-11	5	18	-40	-4	-4	0.9	1.4
- Cc1cc(C)c(NC(=O)C(C)(C)C)c(Cl)c1
    1	.	.	4	-1	.	.	1	1
- Cn1c2c(c(=O)n(C)c1=O)C(CC(=O)Nc1ccccc1)C(=O)N2 (stereo unspecified)
    0.6	-12	7	40	26	-11	3	0.9	0.7
- CS(=O)(=O)N(CC(=O)Nc1ccccc1C(=O)NCCc1ccccc1)c1ccc2c(c1)OCCO2
    0.1	2	10	87*	94*	-7	-2	1.4	0.1
- Cc1ccccc1N(CC(=O)NCc1ccncc1)S(C)(=O)=O
    0	3	5	97*	86*	-1	2	1.3	0.1
- O=c1/c(=C/c2ccccn2)sc2nc3ccccc3n12
    0.3	6	16	71*	54*	-1	-2	0.8	0.5
- COc1ccc(S(=O)(=O)N2CCN(c3cccc(C)c3C)CC2)cc1
    0	-5	15	97*	88*	-18	0	1.1	0.1
- Cc1csc(NC(=O)Cc2coc3cc(C)c(C(C)C)cc23)n1
    0.6	-5	25	37	40	-4	9	0.6	0.6
- CC(C)(Cc1nc2ccccc2[nH]1)C(=O)O
    1.3	-1	3	-27	14	1	-5	1	0.9
- CCOC(=O)c1sc(=S)n(-c2ccccc2)c1N
    .	-11	0	.	.	-7	4	.	.
- O=C(O)CC(C(=O)Nc1cccc(C(F)(F)F)c1)C1CCCO1 (stereo unspecified)
    1.2	-25	2	-16	-16	-6	3	1.4	1.2
- Cc1cc(=O)[nH]c(SCC(=O)Nc2cccc(C(F)(F)F)c2)n1
    1	-1	2	-5	9	-20	-1	1.2	0.9
- Cc1nc(NC(=O)c2cccnc2)ccc1Br
    0.5	10	3	47	15	-12	1	0.8	0.9
- c1ccc2c(c1)ncn2CCN1CCCCC1
    .	-2	3	.	.	-2	0	.	.
- CCOC(=O)CCc1c(C)c2ccc(OC(C)C(=O)OCC)c(C)c2oc1=O (stereo unspecified)
    0.8	-7	-1	17	50	-2	-2	1.6	0.5
- COC(=O)[C@@H](NC(=O)NCc1ccccc1F)C(C)C
    0.8	-4	5	18	-3	-9	9	0.9	1
- O=C(c1cncc(Br)c1)N1CCc2ccccc2C1
    0.1	-7	2	86*	41	-1	3	1.1	0.6
- COc1ccc(S(=O)(=O)Nc2ccc3ccccc3c2)cc1C
    0	18	11	100*	100*	-3	5	0.9	0
- CC1=CC(C)(C)Nc2ccc(OC(=O)C(C)N3C(=O)c4ccccc4C3=O)cc21 (stereo unspecified)
    0.6	27	-6	36	87*	-6	10	1.3	0.1
- CCCc1nc(NCc2ccncc2)c2nnn(Cc3ccccc3F)c2n1
    .	-10	8	.	.	-15	5	.	.
- Cc1c(CN(C)C)c2c(n1Cc1ccccc1)C(=O)c1ccccc1-2
    1	-8	3	-1	-5	-9	6	1.6	1
- Cc1ccc(S(=O)(=O)N2CCC(C(=O)N[C@H](C(=O)N3CCN(C)CC3)C(C)C)CC2)cc1
    0.9	45	4	10	9	-6	-5	1.7	0.9
- Cc1onc(-c2ccccc2Cl)c1C(=O)OCC(=O)Nc1ccc2c(c1)OCO2
    0	.	.	99*	88*	.	.	1.2	0.1
- CC(C)CC(=O)NC1(C(F)(F)F)C(=O)Nc2c1c(=O)n(C)c(=O)n2C (stereo unspecified)
    1.1	-18	8	-8	-1	-3	6	1	1
- CCSc1sccc1C1C(C#N)=C(N)N(c2cccnc2)C2=C1C(=O)CCC2 (stereo unspecified)
    0.6	9	4	45	43	-11	1	0.9	0.6
- COCC(=O)N(C)c1nnc(-c2cnc(C)cn2)s1
    1	4	7	1	7	-11	1	1	0.9
- Cc1cc(C(=O)NCCCN2CCOCC2)n(-c2ccccc2)n1
    1	-12	-6	2	14	12	-4	0.9	0.9
- N#Cc1nc(-c2ccc(OCc3ccc(Cl)cc3)cc2)oc1NCc1cccnc1
    0.9	-9	6	6	18	-11	-1	1	0.8
- CCN(CC)C(=O)C1CCC(CNS(=O)(=O)c2cccc3cccnc23)CC1 (stereo unspecified)
    1.1	27	2	-10	-92	-10	-7	1.4	1.9
- COn1c(SCC(N)=O)nc2ccccc2c1=O
    0.8	-2	10	16	13	-6	2	0.8	0.9

# Complete entries, quoted from the list. Screens in order: CYP2C19 act	Plk1 PBD FP	HIV Rev-RRE inh	CYP2C19 inh	CYP2C9 inhib	PLK1 kinase inh	EphB4 antag	PLAP activator	CYP2C9 act
# CCSc1sccc1C1C(C#N)=C(N)N(c2cccnc2)C2=C1C(=O)CCC2 (stereo unspecified) in the list: 0.6	9	4	45	43	-11	1	0.9	0.6
# Cc1c(CN(C)C)c2c(n1Cc1ccccc1)C(=O)c1ccccc1-2 in the list: 1	-8	3	-1	-5	-9	6	1.6	1
# COCC(=O)N(C)c1nnc(-c2cnc(C)cn2)s1 in the list: 1	4	7	1	7	-11	1	1	0.9

# New compounds follow.
# Each structure is followed by: CYP2C19 act	Plk1 PBD FP	HIV Rev-RRE inh	CYP2C19 inh	CYP2C9 inhib	PLK1 kinase inh	EphB4 antag	PLAP activator	CYP2C9 act
- CCC(C)[C@H](NC(=O)NCc1cccs1)C(=O)OC (stereo partly specified)
    0.9	16	7	8	4	-15	2	0.9	1
- CCC(=O)Nc1cc2c(cc1C(=O)c1ccccc1)OCCO2
    0.8	-2	-2	22	-12	-10	0	1	1.1
- COc1ccc(-c2cc(=O)oc3c(C)c(O)c(CN(C)C)cc23)cc1
    1	-12	39*	-1	12	-12	7	1.1	0.9
- Cc1noc(C)c1S(=O)(=O)N1CCN(C(c2ccccc2)c2ccc(Cl)cc2)CC1 (stereo unspecified)
    0.2	-18	16	75*	77*	-11	7	1.2	0.2
- Cc1csc2ncc(C(=O)NCc3ccc4c(c3)OCO4)c(=O)n12
    0.6	.	.	36	12	.	.	1.1	0.9
- CCCCC(CC)C(=O)Nc1ccccc1C(=O)NC(C)C (stereo unspecified)
    0.9	1	4	10	41	-12	-8	0.9	0.6
- COC(=O)c1onc(C(=O)c2ccccc2)c1C(=O)OC
    0.4	-17	1	62*	51*	-8	2	0.9	0.5
- Cc1cccc(N2CCN(C(=O)c3c(C)nn(Cc4ccccc4Cl)c3C)CC2)c1C
    1	-5	0	2	34	-9	-1	1.7	0.7
- CCc1ccc(-c2nc(C(N)=O)c3[nH]c(=O)n(-c4ccccc4OC)c3n2)cc1
    1.1	5	0	-6	25	8	1	1.1	0.8
- COCCCNC(=O)CS(=O)Cc1nc(-c2cccc(OC)c2)oc1C (stereo unspecified)
    0.9	14	6	7	46	1	7	1.5	0.5
- COc1ccc(NC(=O)C2Cc3ccccc3CN2C(=O)c2ccccc2)cn1 (stereo unspecified)
    0.9	9	31	12	19	-14	8	1	0.8
- CCCNC1=C(C)C(=O)CC1
    0.9	-21	7	6	-11	-2	-6	1.1	1.1
- COCCNC(=O)COc1ccc(C)cc1C
    0.3	-24	4	67*	9	-9	1	1	0.9
- CCNS(=O)(=O)c1ccc(NC(=O)c2cccnc2)cc1
    1	.	.	-1	78*	.	.	0.9	0.2
- CCN(C(=O)CCN1C(=O)c2ccccc2C1=O)C1CCCCC1
    0.2	16	3	78*	-45	-12	8	1.2	1.4
- COc1ccc(CNc2nc(NCc3ccc(OC)c(OC)c3)n(C(=O)c3cccs3)n2)cc1OC
    0.7	-18	-4	27	71*	-14	0	1	0.3
- O=C(CCc1ccc(CCC(=O)c2cccs2)s1)c1cccs1
    0.1	.	.	89*	93*	.	.	0.6	0.1
- COC(=O)c1[nH]c2cc(OC)ccc2c1NC(=O)CCN1CCN(Cc2ccc3c(c2)OCO3)CC1
    0.9	30	8	12	17	-3	5	1.5	0.8
- C=CCNC(=O)C1=NOC(CNC(=O)c2c(-c3ccccc3Cl)noc2C)C1 (stereo unspecified)
    1	-2	-5	3	0	-6	-5	1.2	1
- Cn1c(/C(C#N)=C/Nc2ccccn2)nc2ccccc21
    0.7	12	4	25	5	-2	0	1.4	1
- CCc1ccccc1NC(=O)CSc1nc2ccccc2n1CC(=O)N1CCCC1
    .	3	2	.	.	-11	6	.	.
- CCOC(=O)c1[nH]nc(-c2c(O)cc(C)cc2O)c1-c1csc(C)n1
    0.8	8	3	23	11	-14	-5	2.1*	0.9
- Cc1ccc(NC(=O)CS(=O)CC(=O)Nc2cccc(C)c2C)cc1F (stereo unspecified)
    0.9	-16	6	6	32	6	7	0.9	0.7
- O=C(COC(=O)C1c2ccccc2Oc2ccccc21)Nc1ccc2c(c1)OCO2
    0.8	-15	16	19	58*	-4	8	0.7	0.4
- O=C(C1CCCO1)N1CCC(O)(c2ccccc2)CC1 (stereo unspecified)
    0.8	-19	0	19	-1	-5	-4	1.1	1
- CCOc1ccccc1C1CC(=O)Nc2cc3c(cc21)OCCO3 (stereo unspecified)
    0.5	-5	6	54*	69*	-3	1	0.9	0.3
- CC(C)N(C(=O)Cn1c(SCC(=O)N2CCN(c3ccccc3)CC2)nc2ccccc21)C(C)C
    0.9	.	.	7	14	.	.	1.1	0.9
- CCCCOc1ccccc1Cn1c(=O)oc2ccccc21
    0.8	-1	17	17	6	-11	-1	1	0.9
- Cc1nc2nc(SCC(=O)N3CCOCC3)nn2c(C)c1Cc1c(F)cccc1Cl
    0.8	.	.	18	53*	.	.	1.4	0.5

# Source: PubChem BioAssay
